RNase H inhibition – RNase H inhibition, HIV 1 Gag Pol polyprotein, FRET biochemical assay, screening (AID 372); HIV-1 RT RNase H, FRET RNA/DNA substrate fluorescence; higher % means a stronger effect; one-dose inhibition, % at 10 µM; IC50 in µM for titrated hits; actives 0.77% (n = 100,000); in the data active = inhibition above about 50%
Numbers without * were called inactive; i = inactive; & = joins results of further samples. An excerpt; rates above refer to the full screens.

SMILES | RNase H inhibition
COc1ccc(CC(C)N2CCN(C=O)CC2)cc1 (centres undefined) | 2.0%
CCOc1ccc(NC2=C(Cl)C(=O)N(c3cccc(Cl)c3)C2=O)cc1 | 18.0%
O=C(Nc1ccc2oc(-c3ccccc3Cl)nc2c1)c1ccc([N+](=O)[O-])cc1Cl | 18.0%
CC(=O)Nc1c(-c2ccc(C)cc2)nc2ccc(Cl)cn12 | 14.0%
O=C(NNC(=O)c1cccs1)c1cccc(Cl)c1 | 0.0%
Cc1c(Cl)cccc1N1C(=O)C2C3C=CC(C3=C3CCCCC3)C2C1=O (centres undefined) | 12.0%
COc1ccccc1OCCOc1cc(Cl)ccc1Cl | 10.0%
Cc1ccc(C(=O)N/C(=C\c2cccc([N+](=O)[O-])c2)C(=O)Nc2ccc(C)c(C)c2)cc1 | 3.0%
Cc1nonc1NC(=O)CN1CCCC1 | 3.0%
COc1ccc(OC(=O)c2cc(S(=O)(=O)N3CCOCC3)ccc2Cl)cc1 | 1.0%
COc1ccccc1C(=O)Nc1nnc(-c2cccc([N+](=O)[O-])c2)s1 | 6.0%
O=C(Nc1cccc(Cl)c1)N(Cc1ccccc1)c1ccccc1 | 17.0%
Cc1ccc(/C=C2/NC(=S)NC2=O)s1 | 5.0%
CCOc1nc(Nc2ccc(F)cc2)nc(N2CCN(c3ccc(OC)cc3)CC2)n1 | 14.0%
COc1cccc(N2C(=O)NC(=O)C(=Cc3cc(Br)ccc3OC)C2=O)c1 | 9.0%
COc1ccc(C2/C(=C(\O)c3ccccc3)C(=O)C(=O)N2CCCCCC(=O)O)c(OC)c1 (centres undefined) | 1.0%
Cc1cc2nc(-c3cccc(NC(=O)COc4ccccc4[N+](=O)[O-])c3)oc2cc1C | 7.0%
COc1ccccc1C(=O)N1CCN(Cc2ccccc2Cl)CC1 | 0.0%
Cc1cc(C)cc(CSCC(=O)O)c1 | 2.0%
COc1cc(OC)cc(C(=O)Nc2ccc(Cl)c(C(F)(F)F)c2)c1 | 24.0%
COc1ccc(Nc2nc(C)cc(C)c2C#N)cc1 | 6.0%
CC1CN(C2=NC(=O)/C(=C\c3ccc(Br)cc3)S2)CC(C)O1 (centres undefined) | 9.0%
COc1ccc(NC(=O)C(=O)NC2CC2)cc1 | 1.0%
Cc1ccc(S(=O)(=O)c2c(N)n(CCN3CCOCC3)c3nc4ccccc4nc23)cc1 | 7.0%
O=C(O)c1cccnc1SC1CC(=O)N(c2cccc(C(F)(F)F)c2)C1=O (centres undefined) | 1.0%
O=C(N/N=C\c1cn[nH]c1-c1ccccc1)Nc1ccccc1 | 11.0%
COc1cccc(COc2ccc3ccc(=O)oc3c2)c1 | 4.0%
O=C(NCCCn1ccnc1)C(=O)Nc1ccc(Br)cc1 | 13.0%
CCC1(CC)Cc2ccccc2C(C2=C(O)CCCC2=O)=N1 | 4.0%
O=C(NC(=S)Nc1ccc2oc(-c3ccc(F)cc3Cl)nc2c1)c1ccc(Cl)cc1 | 47.0%
COc1ccc(-c2n[nH]c(C)c2-c2cc(OC)ccc2O)cc1 | 11.0%
COc1ccc(/C=C2/SC(=S)N(c3cccc(Cl)c3)C2=O)cc1Br | 17.0%
CC1=C(C(=O)OC2CCCC2)C(c2ccccc2Cl)NC(=O)N1C (centres undefined) | 5.0%
O=C(CCC1CCCC1)Nc1ccc([N+](=O)[O-])cc1 | 2.0%
Cc1nc2cc(-c3ccccc3)nn2c(C)c1C | 12.0%
O=C(/C=C(\Nc1cccc2ccccc12)C(F)F)c1ccccc1 | 12.0%
O=C(Nc1ccc(Cl)c(Cl)c1)c1nn2c(c1Br)NC(c1cccs1)CC2C(F)(F)F (centres undefined) | 10.0%
CCN(CC)C(=S)SCCC(=O)NC(=O)Nc1ccc(C)cc1Br | 7.0%
CCN(CC)c1ccc2c(c1)Oc1ccc(Nc3ccc(Cl)cc3Cl)cc1C21OC(=O)c2ccccc21 (centres undefined) | 28.0%
COc1cccc(OCCCOc2cc(C=O)ccc2OC)c1 | 12.0%
O=c1cc(OCc2ccccc2)c2ccccc2o1 | 10.0%
Cc1c(C#N)c2nc3ccccc3n2c(=O)/c1=C\c1c(O)n(-c2ccc(Br)cc2)[nH]c1=O | 18.0%
COc1cc2ccccc2cc1C(=O)Nc1ccccc1O | 11.0%
Cc1ccc2oc(-c3cccc(N=C/C=C/c4cccc(Br)c4)c3)nc2c1 | 18.0%
CC1=C(C(=O)Nc2ccccc2)C(c2cccc(O)c2)NC(=S)N1 (centres undefined) | 11.0%

The last 2 compounds of the part above open the next one.
SMILES | RNase H inhibition
Cc1ccc2oc(-c3cccc(N=C/C=C/c4cccc(Br)c4)c3)nc2c1 | 18.0%
CC1=C(C(=O)Nc2ccccc2)C(c2cccc(O)c2)NC(=S)N1 (centres undefined) | 11.0%
NC(=O)c1ccccc1NC(=O)c1ccccc1 | 0.0%
C=CCc1c(C)nc(-c2ccccc2)nc1Nc1ccc(OC)cc1 | 16.0%
Cc1cccc(C)c1-n1c(C)cc(C=O)c1C | 0.0%
COc1ccc(C2C(C(=O)OC3CCCCC3)=C(C)NC3=C2C(=O)CC(c2ccc(Cl)cc2)C3)cc1Br (centres undefined) | 11.0%
c1cc2c(cc1C1OCC3(CO1)COC(c1ccc4c(c1)OCO4)OC3)OCO2 (centres undefined) | 8.0%
COc1cc(C=O)ccc1OCCCCOc1cc(C)c(Br)cc1C | 15.0%
CC(=NCCc1c[nH]c2ccccc12)c1c(O)n(C)c(=O)[nH]c1=O | 9.0%
O=C/C(=C\Nc1ccc(S(=O)(=O)CCO)cc1)c1nc2cc(Cl)ccc2o1 | 11.0%
O=C(c1ccc(F)cc1)N1CCN(c2ccc([N+](=O)[O-])cc2Cl)CC1 | 16.0%
CCCc1cc2c(-c3ccccc3)cc(=O)oc2cc1OC(C)C(=O)OC (centres undefined) | 22.0%
Cc1cccc(C=Nc2ccccc2C(N)=O)c1 | 0.0%
COC(=O)C1=C(C)N=c2s/c(=C\c3ccccc3F)c(=O)n2C1/C=C/c1ccccc1 (centres undefined) | 14.0%
Cc1ccc(S(=O)(=O)N2CCN(C(=O)COc3ccc(Cl)cc3)CC2)cc1 | 0.0%
COc1ccc(C(=O)NC(=S)Nc2ccc(OC)c(Cl)c2)cc1 | 14.0%
O=C(NC(=S)Nc1cc([N+](=O)[O-])ccc1Cl)c1cccc2ccccc12 | 51.0%*
N#CC1=C(SCC(=O)Nc2ccccc2)NC(=O)CC1c1ccc(Br)cc1 (centres undefined) | 22.0%
COc1ccc(N2C(=O)C(=O)/C(=C(\O)c3ccc([N+](=O)[O-])cc3)C2c2ccccc2F)cc1 (centres undefined) | 10.0%
CCOC(=O)c1c(N)sc2c1CCC(CC)C2 (centres undefined) | 17.0%
O=C(Nc1ccc(Cl)c([N+](=O)[O-])c1)c1cccc(F)c1 | 8.0%
CC(Nc1n[nH]c(=O)[nH]c1=O)C(=O)N/N=C/c1ccccc1Cl (centres undefined) | 17.0%
Cn1c(=O)c(-c2nc3ccccc3c(=O)[nH]2)c(O)c2ccccc21 | 1.0%
O=C(/C=C/c1ccc(-c2ccccc2[N+](=O)[O-])o1)c1ccco1 | 34.0%
Cc1cc2n(CCN3CCCCC3)c3ccccc3n2n1 | 11.0%
CC(=O)c1ccc(NC(=O)/C=C/c2cccc([N+](=O)[O-])c2)cc1 | 10.0%
Cc1ncc(C[n+]2csc(CCOC(=O)C3C4CC5CC(C4)CC3C5)c2C)c(N)n1 (centres undefined) | 1.0%
CC(=O)Nc1ccc(S(=O)(=O)Nc2ccccc2Br)cc1 | 5.0%
CC(Oc1cccc2ccccc12)C(=O)N/N=C/c1ccc([N+](=O)[O-])cc1 (centres undefined) | 7.0%
O=C1NN(c2ccc(F)cc2)C(=O)/C1=C\c1cccc([N+](=O)[O-])c1O | 16.0%
O=C(CCCCC(=O)NN=Cc1cc(Br)ccc1O)NN=Cc1cc(Br)ccc1O | 0.0%
COc1ccc(C2C(C(C)=O)=C(C)N=c3s/c(=C\c4cccs4)c(=O)n32)c(OC)c1 (centres undefined) | 14.0%

A different layout for seven compounds above:
| SMILES | RNase H inhibition |
| --- | --- |
| O=C(CCCCC(=O)NN=Cc1cc(Br)ccc1O)NN=Cc1cc(Br)ccc1O | 0.0% |
| Cn1c(=O)c(-c2nc3ccccc3c(=O)[nH]2)c(O)c2ccccc21 | 1.0% |
| CC(Oc1cccc2ccccc12)C(=O)N/N=C/c1ccc([N+](=O)[O-])cc1 (centres undefined) | 7.0% |
| CC(Nc1n[nH]c(=O)[nH]c1=O)C(=O)N/N=C/c1ccccc1Cl (centres undefined) | 17.0% |
| CC(=O)Nc1ccc(S(=O)(=O)Nc2ccccc2Br)cc1 | 5.0% |
| Cc1ncc(C[n+]2csc(CCOC(=O)C3C4CC5CC(C4)CC3C5)c2C)c(N)n1 (centres undefined) | 1.0% |
| O=C1NN(c2ccc(F)cc2)C(=O)/C1=C\c1cccc([N+](=O)[O-])c1O | 16.0% |

The list continues:
SMILES | RNase H inhibition
COc1ccc([N+](=O)[O-])cc1-c1ccc(/C=N/Nc2c(F)c(F)c(C(F)(F)F)c(F)c2F)o1 | 6.0%
CCOCCOC(=O)c1ccc(NC(=O)c2ccc(OC)c(OC)c2)cc1 | 1.0%
O=C(Nc1ccc2oc(-c3ccccc3)nc2c1)c1ccc([N+](=O)[O-])o1 | 6.0%
Cc1nc(Cl)cc(-c2ccccc2)n1 | 1.0%
COc1cc(C=O)ccc1OCCCCOc1ccccc1Br | 41.0%
O=C(O)C1CC=CCC1C(=O)Nc1ccccc1Nc1ccccc1 (centres undefined) | 14.0%
COc1ccccc1OCCOc1cccc(C)c1C | 25.0%
COc1ccc(/C=N/Nc2nc(C)cc(-c3ccccc3)n2)c(OC)c1 | 10.0%
CC1=C(C)CC(C(=O)Nc2ccc(S(=O)(=O)N3CCOCC3)cc2)C(C(=O)O)C1 (centres undefined) | 4.0%
O=C(/C=C/c1ccccc1)NCCCn1ccnc1 | 0.0%
O=C(Nc1ccccc1F)c1ccccc1Cl | 0.0%
COc1ccc(N=C(C)c2c(C(F)(F)F)[nH]n(-c3nc4ccccc4s3)c2=O)cc1 | 0.0%
CCOc1ccc(N(CC(=O)Nc2ccc(Cl)cc2)S(=O)(=O)c2ccc(SC)cc2)cc1 | 13.0%
Cc1[nH]c(=O)c(C#N)c2c1COC(C)(C)C2 | 3.0%
CC1CCc2c(sc(NC(=O)COc3ccccc3C(C)(C)C)c2C(N)=O)C1 (centres undefined) | 1.0%
CCOC(=O)C1=C(C)N=c2s/c(=C\c3ccc(-c4ccc(Cl)c([N+](=O)[O-])c4)o3)c(=O)n2C1c1ccc(OC)cc1 (centres undefined) | 14.0%
Cc1cc(=O)n2[nH]c(-c3ccc(Cl)cc3)cc2n1 | 8.0%&5.0%
O=C(c1cc2cc([N+](=O)[O-])ccc2oc1=O)N1CCCc2ccccc21 | 15.0%
COc1ccc(NC(=O)CCCOc2ccc(Cl)cc2Cl)c(OC)c1 | 6.0%
O=C(NC(=S)Nc1ccc2c3c(cccc13)CC2)c1cc2ccccc2o1 | 18.0%
CCN1C(=O)/C(=C/c2cccc(OCCOc3ccc(C)cc3C)c2)SC1=S | 9.0%
COc1ccc(C(=O)Cn2cc[n+](C)c2)cc1 | 0.0%
Cc1cccc(N2CCN(S(=O)(=O)c3ccc(Br)cc3)CC2)c1 | 9.0%
CCCC1(O)CC(c2cc(OC)ccc2OC)NC(c2cc(OC)ccc2OC)C1C (centres undefined) | 6.0%
CCCOc1ccc(N2C(=O)CC(SC(N)=Nc3ccccc3)C2=O)cc1 (centres undefined) | 14.0%
NC(=O)c1c(NC(=O)COc2ccccc2)sc2c1CCCCC2 | i
NC(=O)c1cc(NC(=O)c2cccc(F)c2)ccc1Cl | 0.0%
O=C1OC(c2ccc(Cl)cc2)=C/C1=C/c1ccc(-c2ccccc2[N+](=O)[O-])o1 | 0.0%
CC12CC3CC(C)(C1)CC(C(N)=O)(C3)C2 | 0.0%
CC(C)(C)c1ccc(OCCOc2ccc(/C=N/n3cnnc3)cc2)cc1 | 17.0%
COc1cccc(/C=C/C(=O)c2ccc(F)cc2)c1 | 12.0%
CCc1ccccc1NC(=O)C(=O)NCCc1ccc(F)cc1 | 9.0%
Cc1ccc(C(=O)Nc2ccc3oc(-c4ccccc4Cl)nc3c2)cc1[N+](=O)[O-] | 55.0%*
CCOC(=O)C1CCCN(C(=O)c2ccccc2F)C1 (centres undefined) | 5.0%
Cc1ccc2nc(SCC(=O)Nc3ccc(/C=C/c4ccccc4)cc3)[nH]c2c1 | 33.0%
O=C(N/N=C/c1ccncc1)c1cc(C2CC2)[nH]n1 | 0.0%
O=C(Nc1ccc(Br)cc1)C1CCCN1S(=O)(=O)c1ccc(Cl)cc1 (centres undefined) | 8.0%
CCOC(=O)C1=C(C)N=c2s/c(=C\c3cc(Br)cc(OC)c3O)c(=O)n2C1c1ccc(OC)c(OC)c1 (centres undefined) | 23.0%
Fc1ccc(N2CCN(Cc3cccc(Oc4ccccc4)c3)CC2)cc1 | 13.0%
Cc1ccc(SCCNC(=O)CN(c2cccc(Cl)c2)S(=O)(=O)c2ccc(C)cc2)cc1 | 5.0%
COc1ccc(CC(=O)NNC(=O)c2cccc(Br)c2)cc1 | 7.0%
COc1ccc(CN2CCN(Cc3ccc(SC)cc3)CC2)cc1OC | 6.0%
O=[N+]([O-])c1ccc(Cl)cc1NCc1ccccc1 | 26.0%
Cc1c(N=Cc2cccc(O)c2)c(=O)n(-c2ccccc2)n1C | 6.0%
Cc1cc(C)c(C)c(C=C2C(=O)c3ccccc3C2=O)c1C | 16.0%

2 neighbouring compounds already listed:
SMILES | RNase H inhibition
COc1cccc(/C=C/C(=O)c2ccc(F)cc2)c1 | 12.0%
CCc1ccccc1NC(=O)C(=O)NCCc1ccc(F)cc1 | 9.0%

Continuation.
SMILES | RNase H inhibition
Cc1c(Cc2ccccc2)c(-n2ccnc2)n2c(nc3ccccc32)c1C#N | 20.0%
O=C(/C=C/c1ccc(-c2ccccc2[N+](=O)[O-])o1)Nc1ccc(-c2nc3ncccc3o2)cc1 | 16.0%
Oc1c(I)cc(I)cc1C=Nc1ccc2ccccc2c1 | 9.0%
CCOc1cc(/C=C2\SC(N)=NC2=O)ccc1OCCOc1cc(C)cc(C)c1 | 11.0%
Cc1cc(C)nc(SCC(=O)N/N=C/c2ccc([N+](=O)[O-])cc2)n1 | 10.0%
CCCC/C(C)=N\NC(=O)C(=O)NC(C)C | 6.0%
O=C(CSc1ccccn1)Nc1nc2ccccc2s1 | 7.0%
